From PubChem
STK33 kinase inh: inhibitors of human STK33 kinase; Q9BYT3; purified STK33, MBP phosphorylation, ADP-Glo luminescence; 320,000 compounds, 0.073% hits; inhibition, % at 10 µM;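 active = inhibition at or above 25%, using the most active replicate where run in duplicate; inactive = inhibition below 25%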
Target sequence (Q9BYT3 whole entry, looked up): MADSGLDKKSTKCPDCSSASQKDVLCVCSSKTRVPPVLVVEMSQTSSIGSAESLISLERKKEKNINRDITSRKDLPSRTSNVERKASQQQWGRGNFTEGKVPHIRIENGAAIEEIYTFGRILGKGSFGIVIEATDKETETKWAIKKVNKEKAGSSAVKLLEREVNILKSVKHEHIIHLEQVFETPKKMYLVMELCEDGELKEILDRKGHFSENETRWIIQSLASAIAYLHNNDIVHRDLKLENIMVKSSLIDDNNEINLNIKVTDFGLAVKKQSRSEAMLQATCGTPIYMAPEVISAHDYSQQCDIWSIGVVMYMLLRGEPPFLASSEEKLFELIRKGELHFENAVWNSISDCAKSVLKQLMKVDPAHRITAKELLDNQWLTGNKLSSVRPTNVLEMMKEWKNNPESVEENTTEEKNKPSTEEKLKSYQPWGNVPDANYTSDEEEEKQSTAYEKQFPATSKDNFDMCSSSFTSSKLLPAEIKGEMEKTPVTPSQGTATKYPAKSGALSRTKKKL
OX1R FRET antag: antagonists of human orexin 1 receptor (OX1R); OX1R-expressing cells, FRET antagonist read-out; inhibition, % at 6.6 µM; 330,000 compounds, 1.8% hits; AID 485270; in the data active = inhibition mostly above about 38%, no sharp cut-off; inactive = mostly below about 40%;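 note: 0% = agonist challenge alone and 100% = reference antagonist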
Target sequence (O43613 whole entry, looked up): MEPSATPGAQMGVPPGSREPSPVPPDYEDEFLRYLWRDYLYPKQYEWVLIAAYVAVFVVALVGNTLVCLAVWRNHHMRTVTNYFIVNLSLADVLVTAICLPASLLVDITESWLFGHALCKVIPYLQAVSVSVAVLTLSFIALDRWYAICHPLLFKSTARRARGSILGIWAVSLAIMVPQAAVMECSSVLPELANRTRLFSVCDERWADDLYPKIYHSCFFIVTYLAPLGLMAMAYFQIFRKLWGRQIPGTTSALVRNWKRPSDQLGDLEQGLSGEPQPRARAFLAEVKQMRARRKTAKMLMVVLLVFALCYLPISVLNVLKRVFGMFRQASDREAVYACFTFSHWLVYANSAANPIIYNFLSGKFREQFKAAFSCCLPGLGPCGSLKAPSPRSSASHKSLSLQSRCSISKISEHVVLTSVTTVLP
The depositor's hits bear a star; / = not tested or not shown; & = joins results of further samples.

SMILES	STK33 kinase inh	OX1R FRET antag
Nc1ccn(CC(=O)NCc2ccc3c(c2)OCO3)c(=O)n1	0.1	6
O=C(NCc1ccccc1F)c1cccs1	-1.3	3
COc1cc(S(=O)(=O)N2CCCC3(CCCCC3)C2)ccc1-n1cnnn1	0.0	-1
COc1ccccc1NC(=O)CNC(=O)CC12CC3CC(CC(C3)C1)C2	0.7	6
CC(C)(C)c1cc(C(=O)Nc2ccccc2)ccn1	0.4	32
CCCC1(c2ccccc2)NC(=O)N(CC(=O)c2[nH]c(C)c(C(=O)OCC)c2C)C1=O (stereo not drawn)	-1.8	-15
COc1cccc(C(=O)NC(C)c2ccc(-c3ccccc3)cc2)c1OC (stereo not drawn)	-1.5	19
O=C(Nc1nc(-c2cccs2)cs1)c1ccco1	-4.3	10
Cn1c(O)c(/C=N/Nc2ccccc2)c(=O)n(C)c1=O	-0.3	24
COc1ccc(/C=N/NC(=O)CN2CCSCC2)cc1C	-0.5	5
Cc1cc(OCC(=O)N2CCOCC2)ccc1NC(=O)C1CCCCC1	-2.6	5
C=CCn1c(SCn2nnc3ccccc3c2=O)nnc1-c1ccc(F)cc1	3.4	34
O=C(Nc1ccon1)c1ccc(F)c(S(=O)(=O)N2CCCCC2)c1	0.3	26
CCCCn1c(N)c(N(CCC(C)C)C(=O)C2CC(=O)N(c3cccc(SC)c3)C2)c(=O)[nH]c1=O (stereo not drawn)	-0.1	4
O=C(c1ccccc1)C(O)(Cc1ccccc1)c1ccccc1 (stereo not drawn)	0.7	21
COC(=O)[C@H](Cc1ccccc1)NC(=O)N1CCCCC1	-1.7	2
CC(=O)c1[nH]c(C)c(C(=O)N2CCCC(Nc3cccc(F)c3)C2)c1C (stereo not drawn)	-0.8	13
Cc1cc(C(=O)NNc2ccc(C)c(C)c2)no1	-1.3	3
Cc1ccc(NC(=S)NCCN2CCOCC2)cc1	1.4	9
CC(=O)Nc1ccc(NC(=O)c2sc3nc4c(c(-c5ccc(C)cc5)c3c2N)CCC4)cc1	0.3	17
CN(C)S(=O)(=O)c1ccc(S(=O)(=O)N(CC(=O)Nc2ccccc2)CC2CCCO2)cc1 (stereo not drawn)	-1.9	16
Cc1ccc(-n2c(C)nn(CC3CC3)c2=O)cc1	-1.2	18
Nc1ccc(-c2nc3ccc(N)cc3s2)cc1	0.8	20
N#CC1=C2SCN(Cc3ccco3)CN2C(=O)CC1c1c(F)cccc1Cl (stereo not drawn)	-1.8	11
CCOc1ccc(CN2CCN(Cc3[nH]c4ccc(OC)cc4c3C)CC2CCO)cc1 (stereo not drawn)	-2.7	8
COc1ccc(CCNC(=O)c2c(Cl)ccc(Cl)c2OC)cc1OC	-1.1	28
CC(C)(C)OC(=O)N[C@@H](/C=C/c1ccccc1)C(=O)OC(C)(C)C	0.8	6
O=C(Nc1ccc2ccccc2c1)C(=O)C1C(=O)Nc2ccccc21 (stereo not drawn)	-0.4	24
C/C(=N/NC(=O)CN1CCN(Cc2ccccc2Cl)CC1)c1ccco1	-2.5	6
CCN(CC)CCCNC(=O)CN1N=C(c2ccc(OC)cc2)CCC1=O	-0.1	7
COc1cc2cc(CCO)oc(=O)c2cc1OC	0.5	9
O=C(c1ccc(F)cc1)c1ccc(CN2C(=O)c3ccccc3C2=O)o1	-1.4	4
CC1CC(C)CN(C(=O)c2ccc(CSc3nc4ccncc4[nH]3)cc2)C1 (stereo not drawn)	-1.5	21
O=C(c1cccc(Cl)c1)N1CCN(S(=O)(=O)c2ccc(Cl)s2)CC1	0.4	7
Cc1ccc2c(CC(=O)OCc3nc(N)nc(Nc4ccccc4C)n3)coc2c1	0.3	8
Cc1nn(Cc2ccc(F)cc2)c(C)c1NC(=O)c1noc2c1CCc1ccccc1-2	-1.3	12
Cc1noc(C)c1S(=O)(=O)N(CC(=O)N1CCc2ccccc21)c1ccc(C(C)C)cc1	-0.4	9
CC(C)CN1CCN(Cc2cccc3ncccc23)CC1CCO (stereo not drawn)	0.1	9
O=c1[nH]ncc(NCc2ccc(Cl)cc2)c1Cl	-0.5	7
CCCC(=O)Nc1nnc(SCC(=O)NCc2cccs2)s1	1.8	1
Cc1ccc(C)c(S(=O)(=O)N2CCN(C(=O)c3cccn3C)CC2)c1	/	8
CC(C)Cc1ccc(S(=O)(=O)N2CCCC2)cc1	-1.3	17
N/C(=N\OS(=O)(=O)c1ccc(Cl)cc1)c1ccncc1	-0.8	3
Cn1nc(C(=O)Nc2nc(-c3ccc(F)cc3)cs2)ccc1=O	-0.7	20
COc1ccc(C(=O)Nc2ccc(N3CCOCC3)cc2)cc1S(=O)(=O)NC1CCCC1	-0.4	14
O=C1CN(S(=O)(=O)c2cc(Cl)ccc2Cl)CCN1	-0.5	10
CCN1C/C(=C/c2ccc(OC)c(O)c2)C(=O)/C(=C/c2ccc(OC)c(O)c2)C1	5.6	16
Cc1cccc(OCCC(=O)Nc2cc(S(=O)(=O)N3CCCCC3)ccc2N2CCOCC2)c1	0.5	4
CC(=O)Nc1ccc2nc(-c3ccncc3)[nH]c2c1	4.1	3
COc1ccc(C)cc1S(=O)(=O)N(CC(=O)Nc1cc([N+](=O)[O-])ccc1C)c1ccc(C)c(C)c1	-0.5	17
COc1ccc(NC(=O)CSc2nnc(-c3cnccn3)n2C)cc1OC	-0.4	6
CC1Cc2ccccc2N1C(=O)C12CCC(C)(C(=O)C1)C2(C)C (stereo not drawn)	-2.5	21
Cn1ccnc1C(=O)c1cc(=O)c2ccccc2o1	-1.4	33
O=C(COC(=O)c1ccco1)Nc1ccc([N+](=O)[O-])cc1Cl	0.4	24
CN1CCN(CCCC(=O)c2ccc(C3CCCC3)cc2)CC1	0.3	20
O=C(C1CCN(c2ncnc3c2nc2n3CCCCC2)CC1)N1CCN(c2ccccc2F)CC1	-2.2	13
O=C(COC(=O)C1CCCC1)Nc1cccc(Cl)c1Cl	0.4	0
CCC(C)NC(=O)c1ccccc1-c1nc2ccccc2[nH]1 (stereo not drawn)	-1.3	9
CCCc1cc(=O)[nH]c(SCC(=O)N(C)Cc2ccccc2)n1	-0.9	3
CSc1ccc(CN2CCN(C(C)C)C(CCO)C2)cc1 (stereo not drawn)	-0.8	9
(continued)
SMILES	STK33 kinase inh	OX1R FRET antag
C[C@H](NC(=O)OC(C)(C)C)C(=O)N/N=C/c1cccc2nccnc12	1.5	22
O=C(Nc1ccc(F)cc1F)c1cc2ncc(CCCl)cn2n1	-2.1	29
CCc1nc(C)ccc1OCC(=O)N1CCc2c([nH]c3ccccc23)C1c1ccccn1 (stereo not drawn)	-0.4	11
CC(C)c1cc(=O)n2[nH]c(N)nc2n1	-0.4	22
COc1ccccc1NC(=O)Cn1cnc2sc(C)c(S(=O)(=O)N3CCCCC3)c2c1=O	-0.6	24
CCOC(=O)C1Oc2ccccc2C(C(=O)OC)=C1C(=O)OC (stereo not drawn)	/	15
CCN(CC)CC(O)CCCCCCCCC(=O)OC (stereo not drawn)	0.1	5
Cc1cc(Nc2ccccc2)nn1C(=O)c1ccc(Cl)cc1	-0.6	19
CCn1c(=O)c(CCC(=O)NCCN2CCOCC2)c(C)c2c(C)nn(-c3cccc(C)c3)c21	-0.6	27
C[C@H](CO)N1C[C@H](C)[C@@H](CN(C)Cc2ccc(Cl)c(Cl)c2)Oc2c(NC(=O)Cc3ccccc3)cccc2C1=O	-1.0	16
Cc1cc(Cl)c(S(=O)(=O)Nc2ccon2)cc1OCC(=O)NC1CCCCC1	-4.9	8
COc1ccccc1N1CCN(Cc2cc(=O)c(OCC(=O)Nc3ccccc3)co2)CC1	/	8
O=C(O)c1ncc(Cl)c(Cl)c1Cl	0.8&0.1	4&10
O=C(CSc1nc2ccccc2nc1SCC(=O)N1CCCCC1)N1CCCCC1	-1.5	34
O=C(COC(=O)c1ccc2c(c1Cl)C(=O)c1ccccc1C2=O)NC1CC1	1.5	61*
COc1ccccc1-c1nc(SCC(=O)NCc2ccco2)c2c(=O)n(C)c(=O)n(C)c2n1	-0.3	5
Cc1ccc(Cn2c(C)c3cnn(CC(=O)NCc4ccccn4)c(=O)c3c2C)cc1	-0.6	9
Cc1nn(-c2ccccc2)c2sc(C(=O)N(Cc3ccco3)C(C)C(=O)NC(C)(C)C)cc12 (stereo not drawn)	-1.8	9
CCOc1nc2cnccc2n(CC(=O)Nc2c(C)cccc2CC)c1=O	0.3	8
COc1ccc(NC(=O)Nc2ccc(OCC(=O)N3CCOCC3)cc2)cc1OC	-0.4	-2
O=C(CS(=O)(=O)c1ccccc1)NC1CCCCC1	-0.6	17
CCOC(=O)c1c(NC(=O)C2=C(C)NC(=S)NC2c2ccc(F)cc2F)sc(C)c1C (stereo not drawn)	-1.3	5
CCOC(=O)C1CCCN(Cc2nc(N)nc(Nc3ccccc3)n2)C1 (stereo not drawn)	0.2	32
C=C(C)CN=C1NN=C(c2cc(C)n(-c3ccc(C)cc3)c2C)CS1	-0.1	10
COc1ccc(OC(=O)CCN2C(=O)C3C4C=CC(C4)C3C2=O)cc1 (stereo not drawn)	-1.0	14
CC(=O)COC(=O)c1cccc(N2C(=O)C3C4C=CC(C4)C3C2=O)c1 (stereo not drawn)	-2.8	8
OCCN1CCN(CC(O)COCC2COc3ccccc3O2)CC1 (stereo not drawn)	/	13
CCCC12CN3CC(C)(CN(C1)C3c1ccc(OC(C)C)cc1)C2=O (stereo not drawn)	-0.9	9
O=C1c2oc3ccc(Br)cc3c(=O)c2C(c2cccc(F)c2)N1CCO (stereo not drawn)	1.0	6
CC(Oc1ccc(F)cc1)C(=O)N(Cc1ccccc1)c1c(N)n(Cc2ccccc2)c(=O)[nH]c1=O (stereo not drawn)	-0.4	17
Cc1nc(C)c(C(=O)N(c2ccc(F)cc2)C(C(=O)NCC2CCCO2)c2ccccc2)s1 (stereo not drawn)	-3.5	11
O=C(NCCC1=CCCCC1)C1CCN(C(=O)c2ccc(Br)cc2)CC1	-7.4	9
Cc1cc(C)nc(SCc2nc3nc(C)cc(C)n3c2Br)n1	-1.1	21
CCCSc1ccc([C@H]2N[C@@](CC(C)C)(C(=O)OC)[C@H]3C(=O)N(CC)C(=O)[C@@H]23)cc1	0.3	6
CC1CCC(NC(=O)C2CCN(c3cnccn3)CC2)CC1 (stereo not drawn)	-2.4	-2
O=C(CSc1nnc(-c2ccccc2)c(-c2ccccc2)n1)N1CCc2ccccc21	2.6	4
COCCNc1nc2nonc2nc1N(C)Cc1cccc2cnccc12	1.0	17
CC1CCCCN1C(=O)CSc1nc(C2CC2)nc2c1cnn2-c1ccccc1 (stereo not drawn)	0.6	8
O=S1(=O)C[C@@H]2N=C(N/N=C/c3ccccc3)S[C@@H]2C1	-0.9	10
CCOCCCNC(=O)CCSc1ccc(C)cc1	0.1	7
COc1cc(C(=O)OCC(=O)NC(N)=O)cc(CN2C(=O)c3ccccc3C2=O)c1OC	-1.0	-11
CCCOc1ccccc1C1CC(=O)NC(C)=C1C(=O)OCC(C)C (stereo not drawn)	0.4	32
Cc1cc(C)c(C#N)c(Sc2nnnn2-c2ccccc2)n1	-0.2	12
Cc1nc(N=Nc2ccc(O)cc2)n[nH]1	4.8	29
CCOC(=O)c1ccc(NC(=O)[C@@H](NC(N)=O)C(C)C)cc1	-1.3	13

An excerpt of these results, with the structure last:
STK33 kinase inh,OX1R FRET antag,compound
-3.5,11,Cc1nc(C)c(C(=O)N(c2ccc(F)cc2)C(C(=O)NCC2CCCO2)c2ccccc2)s1 (stereo not drawn)
-7.4,9,O=C(NCCC1=CCCCC1)C1CCN(C(=O)c2ccc(Br)cc2)CC1
-1.1,21,Cc1cc(C)nc(SCc2nc3nc(C)cc(C)n3c2Br)n1
0.3,6,CCCSc1ccc([C@H]2N[C@@](CC(C)C)(C(=O)OC)[C@H]3C(=O)N(CC)C(=O)[C@@H]23)cc1
-2.4,-2,CC1CCC(NC(=O)C2CCN(c3cnccn3)CC2)CC1 (stereo not drawn)
2.6,4,O=C(CSc1nnc(-c2ccccc2)c(-c2ccccc2)n1)N1CCc2ccccc21
1.0,17,COCCNc1nc2nonc2nc1N(C)Cc1cccc2cnccc12
0.6,8,CC1CCCCN1C(=O)CSc1nc(C2CC2)nc2c1cnn2-c1ccccc1 (stereo not drawn)
-0.9,10,O=S1(=O)C[C@@H]2N=C(N/N=C/c3ccccc3)S[C@@H]2C1
0.1,7,CCOCCCNC(=O)CCSc1ccc(C)cc1
-1.0,-11,COc1cc(C(=O)OCC(=O)NC(N)=O)cc(CN2C(=O)c3ccccc3C2=O)c1OC
0.4,32,CCCOc1ccccc1C1CC(=O)NC(C)=C1C(=O)OCC(C)C (stereo not drawn)
-0.2,12,Cc1cc(C)c(C#N)c(Sc2nnnn2-c2ccccc2)n1
4.8,29,Cc1nc(N=Nc2ccc(O)cc2)n[nH]1
-1.3,13,CCOC(=O)c1ccc(NC(=O)[C@@H](NC(N)=O)C(C)C)cc1

Additional entries
SMILES	STK33 kinase inh	OX1R FRET antag
Cc1ccc(NC(=O)c2ccc(CN3CCc4ccccc4C3)cc2)cc1	-0.1	7
O=C(NNC(=O)c1cccc(S(=O)(=O)N2CCCCC2)c1)c1ccccc1	-2.2	0
OCCC1CN(Cc2ccc(Oc3ncccn3)cc2)CCN1C1CCCCC1 (stereo not drawn)	-0.6	7
CCc1cc(CNC(=O)C2CCC(=O)N(Cc3ccc(Cl)cc3)C2)on1 (stereo not drawn)	0.2	12
CCOc1cc(C=O)ccc1OCCn1c([N+](=O)[O-])cnc1C	1.0	42
Cc1cccc(CSc2nc3ccncc3n2CC(=O)Nc2cc(C)cc(C)c2)c1	-1.3	7
CCN(C[C@H]1N[C@@](C)(C(=O)OC)[C@H]2C(=O)N(C)C(=O)[C@@H]12)C(=O)COc1ccccc1	-0.5	1
O=C(O)c1n[nH]c2c1CCCCC2	-0.5	2
Cc1nc2n(COCCO)cnn2c(=O)c1Br	-0.1	11
Cc1c(C#N)c(O)n(CCO)c(=O)c1N=Nc1ccccc1	0.3	34
COc1cc(CNCCNC(=O)c2cccs2)cc(OC)c1OC	1.0	7
Nc1cc(N)nc(SCC(=O)NCc2ccco2)n1	-0.9	2
CNC(=S)N(Cc1cc2ccc(OC)cc2[nH]c1=O)CC1CCCO1 (stereo not drawn)	1.0	9
Cc1ccc(NC(=O)c2cnccn2)c(Br)c1	-1.1	3
